KDM5B inh: inhibitors of human KDM5B histone demethylase | KDM5B demethylase, FDH-coupled NADH fluorescence (FDH is formaldehyde dehydrogenase) | actives 2.6% (n = 220,000) | Potency, µM (doses to about 57.7 µM), inactives show top-dose activity change, negative = inhibition, actives largely listed as inhibitors; active = well fitted inhibition curve with a large enough effect; inconclusive = small, poorly fitted or top-dose-only effect; inactive = no such curve, though single readings can be large or run the other way; note: 0% is about no effect; nearly all actives have a fitted effect of over 70% in size
Target sequence (Q9UGL1 whole entry, looked up): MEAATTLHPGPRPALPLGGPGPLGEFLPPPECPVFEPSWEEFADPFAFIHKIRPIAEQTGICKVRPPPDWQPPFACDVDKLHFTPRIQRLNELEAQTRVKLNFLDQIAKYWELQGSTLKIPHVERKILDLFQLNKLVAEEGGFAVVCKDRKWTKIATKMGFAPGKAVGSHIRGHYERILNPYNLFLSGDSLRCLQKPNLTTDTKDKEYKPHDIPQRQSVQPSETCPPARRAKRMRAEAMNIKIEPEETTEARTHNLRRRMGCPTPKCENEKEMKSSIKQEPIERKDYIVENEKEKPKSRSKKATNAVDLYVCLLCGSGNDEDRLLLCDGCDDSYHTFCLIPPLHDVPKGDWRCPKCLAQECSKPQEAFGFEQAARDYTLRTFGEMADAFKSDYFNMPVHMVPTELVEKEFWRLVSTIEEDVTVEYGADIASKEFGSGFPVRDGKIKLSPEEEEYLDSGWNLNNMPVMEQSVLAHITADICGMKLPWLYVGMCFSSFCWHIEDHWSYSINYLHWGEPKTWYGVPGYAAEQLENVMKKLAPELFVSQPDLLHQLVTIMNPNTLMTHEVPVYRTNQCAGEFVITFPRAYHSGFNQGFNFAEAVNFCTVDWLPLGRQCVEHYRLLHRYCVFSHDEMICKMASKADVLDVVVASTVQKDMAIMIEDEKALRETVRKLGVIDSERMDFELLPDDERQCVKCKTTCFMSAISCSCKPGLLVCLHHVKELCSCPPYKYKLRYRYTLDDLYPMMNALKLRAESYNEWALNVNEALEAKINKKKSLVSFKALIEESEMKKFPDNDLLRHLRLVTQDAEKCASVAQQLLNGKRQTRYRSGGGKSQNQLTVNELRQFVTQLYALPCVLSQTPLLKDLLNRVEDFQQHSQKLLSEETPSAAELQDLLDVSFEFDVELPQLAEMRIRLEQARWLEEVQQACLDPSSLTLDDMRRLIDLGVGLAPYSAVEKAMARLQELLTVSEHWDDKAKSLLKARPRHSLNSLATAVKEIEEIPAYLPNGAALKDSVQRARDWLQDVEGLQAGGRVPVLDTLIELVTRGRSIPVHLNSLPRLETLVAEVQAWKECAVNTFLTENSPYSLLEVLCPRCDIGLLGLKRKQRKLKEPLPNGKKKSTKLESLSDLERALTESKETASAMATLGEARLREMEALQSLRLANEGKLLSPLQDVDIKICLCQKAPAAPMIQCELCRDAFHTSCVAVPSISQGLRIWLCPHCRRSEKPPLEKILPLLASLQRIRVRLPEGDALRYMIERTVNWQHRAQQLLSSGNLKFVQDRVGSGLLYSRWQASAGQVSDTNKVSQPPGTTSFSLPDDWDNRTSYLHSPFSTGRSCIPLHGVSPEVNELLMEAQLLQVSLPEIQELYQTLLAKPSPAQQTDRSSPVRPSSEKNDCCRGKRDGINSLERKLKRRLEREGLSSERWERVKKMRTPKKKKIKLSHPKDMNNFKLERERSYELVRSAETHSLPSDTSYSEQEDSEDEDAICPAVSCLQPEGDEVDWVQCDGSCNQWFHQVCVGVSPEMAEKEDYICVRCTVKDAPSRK
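Measured: NADH fluorescence change, 30 min, RT. System: KDM5BΔAP 200 nM final, H3K4me3 peptide, α-KG, Fe(II), ascorbate, NAD⁺ plus FDH, pH 7.5 HEPES. Compounds: titrated, 10 min pre-incubation with enzyme.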
* marks the source's active call; other numbers are inactive results; i = inactive; u = inconclusive; [ ] = dose if it differs, or a comment. Potency is the fitted concentration of half-maximal effect. This is a subset. The share of hits here may be higher or lower than overall.

nr	KDM5B inh	SMILES
1	-21%	CCOc1ccccc1CN1CCCC(c2nc(-c3cccnc3)no2)CCNC(=O)CC1 (configuration not stated)
2	18%	CCN(CC)S(=O)(=O)c1cccc(NC(=O)COc2ncnc3sc(C)c(C)c23)c1
3	24%	CCOC(=O)C1=C(C)OC(n2cccc2)=C(C#N)C1c1ccc(OC)cc1 (configuration not stated)
4	10%	CC(NC(=O)CCCC1=NS(=O)(=O)c2ccccc2N1)c1ccccc1 (configuration not stated)
5	1%	Cc1noc(-c2nnn3c2COC(c2ccc(F)cc2)C3)n1 (configuration not stated)
6	-2%	COc1ccc2c(C)cc(SCC(=O)Nc3nsc(-c4ccc(C(C)(C)C)cc4)n3)nc2c1
7	0%[86.2 µM]	CN1C[C@@H](F)[C@@H](OCc2nc3ccc(C(F)(F)F)cc3[nH]2)C1
8	4%	Cc1cn2nnc(C(=O)N3CCC(C(=O)Nc4ccc(Cl)cc4)CC3)c2c(=O)[nH]1
9	-18%	COc1ccc(CNS(=O)(=O)c2ccc3c(c2)NC(=O)C(C)C(=O)N3)cc1 (configuration not stated)
10	9%	COc1ccc(C(C)=O)cc1COC(=O)/C=C/c1cc(Br)ccc1F
11	11%	Cc1ccc(S(=O)(=O)N2CCN(C(=O)C(CC(C)C)NC(N)=O)CC2)cc1 (configuration not stated)
12	17%	O=C(/C=C/c1cccc(Br)c1)c1ccc2ccccc2c1
13	-19%	Cc1ccc(C(=O)NCCCNC(=O)c2cc3ccccc3[nH]2)cc1
14	6%	COc1ccc(Cl)cc1NC(=O)CCC1CCCN(C(=O)CN2CCOC2=O)C1 (configuration not stated)
15	22µM*	Cn1c2c(c3ccccc31)CN(C(=O)Nc1ccccc1F)CC2
16	-30%[115 µM]	COc1ccccc1C(=O)N1CCC(c2nnc3n2C(C(=O)O)CC3)CC1 (configuration not stated)
17	-16%[86.2 µM]	O=C(NC1CCOCC1)c1ccnc(-c2nnc3ccc(Nc4ccccc4)nn23)c1
18	u	CCOc1ccc(NC(=O)Cn2c(=O)n(Cc3nc(-c4ccccc4)no3)c(=O)c3cc4c(cc32)OCO4)cc1
19	u	O=C(Cc1ccc(F)cc1)N1CCC2(CC1)NC(=O)N(c1ccc(F)cc1)N2
20	2%	Cc1ccc(C(=O)N2CCC3(CC2)COc2ccccc2CN3)cc1
21	u	Cc1cccn2c(=O)cc(CN3CCC4(CC3)C(C(=O)O)CC(=O)N4C)nc12 (configuration not stated)
22	38%[activator]	Cc1cnc(NC(=O)c2csc(NC(C)C)n2)s1
23	-12%	O=C(c1ccccc1F)N1CCCC2(C1)NC(=O)N(Cc1ccc(Cl)cc1)C2=O (configuration not stated)
24	-29%[86.2 µM]	CN1CCN(C(=O)CC[C@H]2CNC(=O)[C@@H]3[C@@H](CCN3Cc3ncc[nH]3)N2C)CC1
25	31%[activator]	O=C(C1CC2(CCNCC2)CN1)N1CCCN(Cc2ccc(F)cc2)CC1 (configuration not stated)

Retrieved by structure from the list above, 2 records:
nr	KDM5B inh	SMILES
12	17%	O=C(/C=C/c1cccc(Br)c1)c1ccc2ccccc2c1
21	u	Cc1cccn2c(=O)cc(CN3CCC4(CC3)C(C(=O)O)CC(=O)N4C)nc12 (configuration not stated)

(cont.)
nr	KDM5B inh	SMILES
26	u	Cc1[nH]n2c(=O)cc(-c3ccccc3Cl)nc2c1-c1ccccc1
27	39%[activator]	COC(=O)[C@H](NC(=O)C1=C[C@@H](NC(=O)c2ccc(F)c(Cl)c2)[C@@H](O)[C@H](O)C1)C(C)C
28	-8%	CCOc1ccccc1CNC(=O)c1ccc2nc(N3CCC(C)CC3)sc2c1
29	28%	O=S1CCN(c2nc(C3CC3)nc3sc4c(c23)CCCC4)CC1
30	u	CCOC(=O)C1CCN(c2nc3c(S(=O)(=O)c4ccc(CC)cc4)nnn3c3ccc(Cl)cc23)CC1
31	3%	COc1ccc2cc3c(N)nn(C(=O)c4ccccc4Cl)c3nc2c1
32	6%	Cc1cc(C)cc(N2CC(O)Cn3c2nc2c3c(=O)[nH]c(=O)n2C)c1 (configuration not stated)
33	19%	O=C1N(Cc2cccc(F)c2F)CCCC12CCN(c1nc3ccccc3o1)C2 (configuration not stated)
34	-28%	Cn1cc(CC(=O)N2CCCc3ncc(C(=O)NCc4cccs4)cc32)c2ccccc21
35	u	Cc1oc(C)c2c(=O)cc(-c3ccc4c(c3)OCO4)cc(OC(=O)c3cccc(Br)c3)c12
36	9%	COc1ccc(C(=O)c2c(N)c(C(=O)Nc3ccccc3OC)c3ccccn23)cc1
37	u	CCN1CC(CNC(=O)CC2c3ccccc3CCc3ccccc32)CC1=O (configuration not stated)
38	1%	COCCC1(C(=O)O)CCCN(C(=O)c2cc(F)ccc2OC)C1 (configuration not stated)
39	u	Cc1ccc(Cl)cc1N1CCN(C(=O)c2c(C)oc3ncnc(N4CCCCC4)c23)CC1
40	2%	CC(C)c1nn2c(=O)cc(COC(=O)c3ccc(NC(=O)c4cccs4)cc3)nc2s1
41	u	COc1ccc(-c2ccc3ncc(Nc4cnccn4)n3n2)cc1OC
42	-4%	COc1cc(NC(=O)Cn2c(-c3cnccn3)nc(C)c(CCO)c2=O)cc(OC)c1OC
43	23%	CC(C)CCNC(=O)N1CCC(OC2CCN(Cc3ccccc3)CC2)CC1
44	19%	Cc1ccc(OCCn2c(CNC(=O)c3ccco3)nc3ccccc32)cc1
45	u	O=C(NCc1ccccc1)c1ccccc1NC(=O)C1CCC1
46	-1%	COCCNc1nc2c(c(=O)n(C)c(=O)n2C)n1Cc1c(F)cccc1Cl
47	-11%	N/C(CC(=O)Nc1ccc(F)cc1F)=N\OC(=O)c1cccs1
48	-4%	CCCNC(=O)C(NC(=O)c1ccccc1C)C1CCN(C(=O)c2ccc(OC)cc2)CC1 (configuration not stated)
49	-15%	Cc1nn2c(C)c(C(=O)NCc3cccc(Br)c3)cnc2c1-c1ccccc1
50	-25%	O=C(c1ccccc1)N1CCN(C(=O)c2nn3c(C(F)(F)F)cc(-c4ccco4)nc3c2Br)CC1

Ordered by value in KDM5B inh (lowest first): 3 of the compounds above
# | molecule | KDM5B inh
50 | O=C(c1ccccc1)N1CCN(C(=O)c2nn3c(C(F)(F)F)cc(-c4ccco4)nc3c2Br)CC1 | -25%
46 | COCCNc1nc2c(c(=O)n(C)c(=O)n2C)n1Cc1c(F)cccc1Cl | -1%
20 | Cc1ccc(C(=O)N2CCC3(CC2)COc2ccccc2CN3)cc1 | 2%

(listing goes on)
nr	KDM5B inh	SMILES
51	-11%	COc1ccc(-c2cc(N3CCCC(NC(=O)c4cc(C)cc(C)c4)C3)n[nH]2)cc1 (configuration not stated)
52	19%	CSC(SC)=C1C(=O)OC(C)(C)OC1=O
53	5%	CC(OC(=O)c1ccc(CCNS(C)(=O)=O)cc1)C(=O)N1CCCC1 (configuration not stated)
54	9%	CC1(C)CC2CC(C)(CN2C(=O)CSc2ncc(C(F)(F)F)cc2Cl)C1 (configuration not stated)
55	5%[86.2 µM]	O=C(Nc1ccc(F)cc1)N1CCN2C(=O)N(C3CCOCC3)C[C@H]2C1
56	u	COc1ccc(Cl)cc1NC(=O)c1c(NCc2ccc(C)o2)sc2c1CCC(C)C2 (configuration not stated)
57	u	COc1ccc(S(=O)(=O)c2cnc3cc(OC)c(OC)cc3c2N2CCCC(C)C2)cc1 (configuration not stated)
58	3%	O=CNNC(=S)Nc1cc(Cl)cc(Cl)c1
59	12%	Cc1nc(-c2cccs2)c(CCC(=O)N2CCN(c3ccccc3F)CC2)s1
60	-3%[86.2 µM]	O=C(O)CCn1ncc2cc(OC3CCN(C(=O)OCc4ccccc4)CC3)ccc21
61	32µM*	COc1ccc(Nc2cc3c(nc2-c2ccccc2)nc(C(=O)NCCN(C)C)n3C)cn1
62	-21%	CCn1cc(Cl)c(C(=O)Nc2nccs2)n1
63	u	Cc1cc(OC2CN([S+](=O)([O-])c3ccccc3)C2)ccc1F
64	-15%	COc1ccc(C(=O)NCC2(COc3ccc(S(C)(=O)=O)cc3)C[C@@H](O)[C@@H](O)C2)cc1 (some centres not stated)
65	10%	CC1CCC(NC(=O)C(=O)Nc2cccc(Cl)c2Cl)CC1 (configuration not stated)
66	9%	CC(C)CCNC(=O)CSc1nnc(NC2CCCCC2)s1
67	17%	Cc1ccc(CN2CCN(C(=O)CCC3CCN(C(=O)c4ccccc4)CC3)CC2)cc1
68	11%	Cc1cc2nc3n(c(=O)c2n1CC(=O)N1CCN(c2ccc(F)cc2)CC1)CCCCC3
69	15%	COCc1noc([C@@H]2CC(F)(F)CN2C(=O)C2CC=CC2)n1
70	0%	O=C(Cn1cnc(S(=O)(=O)N2CCc3ccccc32)c1)NC1CCCCCC1
71	-1%	COc1ccc(NC(=O)N[C@@H]2C=C[C@@H](c3c(C)nn(-c4ccc(C(C)C)cc4)c3C)C2)cc1
72	u	Cc1oc2cc(OCC(=O)O)ccc2c(=O)c1Oc1ccccc1
73	u	Cc1cccc(Nc2nc3ccccc3n3c(N)nnc23)c1
74	-3%	COc1cc(CN2CCC[C@H]2c2nc(-c3ccc(-c4ccncc4)nc3)no2)cc(OC)c1OC
75	-15%	CCNC(=O)N1CCCCCC1c1nc(C2CC2)no1 (configuration not stated)
76	23%	COC(=O)c1ccc(COC(=O)c2nn(C)c(=O)c3ccccc23)cc1
77	-21%	COc1ccc(N(CC(=O)Nc2cc(C)ccc2C)S(=O)(=O)c2ccc(OC)c(OC)c2)cc1
78	-13%	Cc1noc(C)c1Cc1ccc(C(=O)N2CC(N(C)Cc3cccnc3)C2)o1
79	20µM*	CCn1ncc(NC(=O)Cn2ncc3cc(-c4cc(F)ccc4F)ccc32)n1
80	6%	Cc1ccccc1Oc1ccc(S(=O)(=O)N2CCCC2)cn1
81	18%	COc1ccc(CCC(=O)N2CCCC(c3nc(C4CCOCC4)no3)C2)cc1 (configuration not stated)
82	u	O=C(Cc1ccccc1)Nc1cccc(-c2cn3cccnc3n2)c1
83	u	Cc1[nH][nH]c(=O)c1C(c1cc(Br)ccc1O)c1c(C)[nH][nH]c1=O
84	-16%	COc1ccc(/C=N/NC(=O)c2ccn[nH]2)cc1Cn1cc([N+](=O)[O-])cn1
85	1%	CCN(CC)CC(=O)N1CCC(Oc2ccccc2C)(C(=O)O)CC1
86	-11%	CCOC(=O)N1CCN(C(=O)c2ccc3c(c2)N(Cc2cccc(Cl)c2)C(=O)c2ccccc2S3=O)CC1 (configuration not stated)
87	-18%[86.2 µM]	O=C(c1ccc(F)cc1)N1CCC(N2CC3CCCN3C2=O)CC1 (configuration not stated)
88	-15%	COc1ccc(Cc2nnc3n2N(C(C)=O)C(c2ccc(C)cc2)=C(C(C)=O)S3)cc1
89	-13%[86.2 µM]	CC(=O)N1CCC(N2C[C@@H](F)[C@@H](OCc3nc4ccccc4o3)C2)CC1
90	17%	Cc1ccccc1-n1cnnc1SCC(=O)NC(C)c1cccc2ccccc12 (configuration not stated)
91	u	COCCN(Cc1ccc(C)cc1)Cc1ccc(C#N)cc1
92	-8%	O=C(Cc1ccccc1)N1CCC2(CCCCO2)CC1
93	2%	CS(=O)(=O)NCCc1ccc(C(=O)COc2ccc(Br)cc2Cl)s1
94	11%	Cc1ccc(C(=O)c2ccccc2)c(C)c1
95	-13%	COc1ccc(NC(=O)c2nn(C)c(=O)c3ccccc23)cc1OC
96	1%	COC(=O)c1ccc(C(=O)N2CCN(C(c3ccc(F)cc3)c3ccc(F)cc3)CC2)s1
97	6%	COc1cc2c(cc1OC)C(CC(=O)O)N(C(=O)Nc1cc(OC)c(OC)c(OC)c1)CC2 (configuration not stated)
98	-21%	CN(CC1COc2ccccc2O1)C(=O)c1cn(Cc2ccccc2Cl)nn1 (configuration not stated)
99	11%	Cc1cccc(C(C)C)c1NC(=O)C1CCN(c2nc3ccccc3o2)CC1
100	5%[86.2 µM]	CN1C[C@H]2CN(C(=O)c3ccc(C(F)(F)F)cc3)CCN2C1=O

(more compounds)
nr	KDM5B inh	SMILES
101	32µM*	Cc1ccccc1-c1cc(C(=O)NCCC(N)=O)c2c(c1)N(C)CCO2
102	4%	Cc1ccc(Nc2ncnc3onc(C)c23)cc1Cl
103	-14%[86.2 µM]	Cc1csc(NC(=O)[C@@H]2CCC[C@@H](NC(=O)c3cccnc3)CN(C)C(=O)C2)n1
104	u	COc1ccc(NC(=O)c2ccccc2NC(=O)c2ccco2)cc1
105	-6%	CCOc1ccccc1NC(=O)c1c(NC(=O)c2ccccc2C)sc2c1CCC(C)C2 (configuration not stated)
106	u	Cc1c(Cl)cccc1NC(=O)NCCOCCn1c(=O)oc2ccccc21
107	-8%	COC(=O)c1sc(-c2ccccc2)cc1NC(=O)c1cccc(Cl)c1
108	-26%	CCOC(=O)c1sc2ccccc2c1S(=O)(=O)N1CCN(c2cccc(OC)c2)CC1
109	i	COP(=O)(OC)c1nc(-c2cccs2)oc1NCc1ccccc1Cl
110	u	CCCSCCCNC(=O)c1ccc(C)c(NC(=O)c2nsc3ccccc23)c1
111	-29%	O=C(NC1(C(F)(F)F)C(=O)Nc2c1c(=O)[nH]c(=O)n2-c1ccccc1)c1ccccc1Cl (configuration not stated)
112	-17%[86.2 µM]	Cc1cc(F)ccc1OC1CN(CC2CC2)C1

Four of the compounds above, as labelled records:
[103] Cc1csc(NC(=O)[C@@H]2CCC[C@@H](NC(=O)c3cccnc3)CN(C)C(=O)C2)n1
- KDM5B inh = -14%[86.2 µM]

[104] COc1ccc(NC(=O)c2ccccc2NC(=O)c2ccco2)cc1
- KDM5B inh = u

[105] CCOc1ccccc1NC(=O)c1c(NC(=O)c2ccccc2C)sc2c1CCC(C)C2 (configuration not stated)
- KDM5B inh = -6%

[106] Cc1c(Cl)cccc1NC(=O)NCCOCCn1c(=O)oc2ccccc21
- KDM5B inh = u
